HT1080 IDH1KD tx = toxicity to HT-1080 IDH1 knockdown cells (counter line); HT-1080 IDH1 knockdown viability, ATP luminescence, 48 h; Potency, µM (top dose mostly 46.1 µM), inactives show top-dose activity, negative = toxicity, most hits filed as cytotoxic; 2% of 360,000 active;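 further: potency means the concentration at half of the fitted maximal effect; 0% = DMSO wells and -100% = cell-free medium wells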
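Using the IDH1-knockdown HT-1080 line run in the same batch and compound series as the NT line, viability after 48 h at 37 °C was determined by CellTiter-Glo luminescence and expressed as % activity.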
HT1080-NT tox = kills 2HG-producing HT-1080-NT fibrosarcoma cells; HT-1080-NT fibrosarcoma viability, CellTiter-Glo ATP luminescence, 48 h; Potency, µM (top dose mostly 46.1 µM), inactives show at the top dose activity, negative = less viability, usual class: cytotoxic; AID 686970; 1.6% of 360,000 active;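 further: NT is the 2HG producing partner of a matched IDH1 knockdown line; potency means the concentration at half of the fitted maximal effect; 0% = DMSO-treated cells and -100% = media-only wells without cells; nearly all actives have a fitted effect of over 55% in size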
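A 48-hour cytotoxicity screen used HT-1080-NT cells plated 2 hours before compound delivery. ATP-based CellTiter-Glo luminescence measured viability, normalized to DMSO and no-cell controls.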
MCF10A rerep = inducers of DNA re-replication in MCF 10A breast cells; MCF 10A DNA re-replication, Hoechst nuclear intensity, 48 h; Potency, µM (top dose mostly 46.1 µM), inactives show at the highest dose activity, positive = re-replication, most hits filed as activators; 2.9% of 350,000 active; AID 624296; further: potency means the concentration at half of the fitted maximal effect; % of control where 0% means no effect; nearly all actives have a fitted effect of over 50% in size
KB-V1 cytotox = kills drug-selected multidrug resistant KB-V1 cells | AID 1347076 | 3.4% of 400,000 active | KB-V1 MDR cells viability, CellTiter-Glo, 72 h | Potency, µM (highest dose often 46.1 µM), for the others: at the highest dose activity change, negative = cytotoxicity, most hits filed as cytotoxic; further: potency means the concentration at half of the fitted maximal effect; on the % scale 0 is the no-effect control and ±100 the full control effect; nearly all actives have a fitted effect of over 60% in size
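In this primary screen, KB-V1 cells overexpressing P-gp are incubated with library compounds (lowest to highest concentration) for 72 h at 37 degrees C before a luminescent ATP viability read.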
KB-3-1 tox = KB-3-1 parental cell cytotoxicity; AID 1347075; Potency, µM (highest dose often 46.1 µM), for inactives: at the highest dose activity change, negative = cytotoxic, hits mostly cytotoxic; KB-3-1 viability, CellTiter-Glo ATP luminescence, 72 h; 1.4% of 400,000 active; further: potency means the concentration at half of the fitted maximal effect; on the % scale 0 is the no-effect control and ±100 the full control effect; nearly all actives have a fitted effect of over 60% in size
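Cytotoxicity in the drug-sensitive parental line KB-3-1 was scored as loss of CellTiter-Glo luminescence following 72 h incubation with compound. Values come from curve fitting of normalized concentration-response data.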
S2 tox = viability counter-screen for ATXN expression inhibitors; 0.49% of 400,000 active; Potency, µM (top dose mostly 56.7 µM), actives largely listed as cytotoxic; S2 cells (HEK-293 line with an ATXN2-luciferase reporter) viability, CellTiter-Fluor protease fluorescence, 24 h; AID 651635; further: potency means the concentration at half of the fitted maximal effect; nearly all actives have a fitted effect of over 40% in size
IL1B secr inh = blocks inflammasome-driven IL-1 beta release. THP-1 LPS/ATP IL-1B secretion, AlphaLISA, 16 h; hits give low values. activity change, % at 57.5 µM. 4.7% of 360,000 active. AID 743279; in the data active means activity change below about -50%; inconclusive means mostly about -30% to -49%; further: on the % scale 0 is the no-effect control and ±100 the full control effect
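THP-1 cells pretreated 1 hr with compounds (up to 57.5 uM final), then stimulated with LPS (250 ng/mL final) plus ATP (1.25 mM final); secreted IL-1B measured by AlphaLISA after 16 hr, decreased signal indicating inhibition.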
SW480 rereplic = induces DNA re-replication in SW480 colon adenocarcinoma cells | Potency, µM (top dose mostly 46.1 µM), inactives show at the highest dose re-replication activation, hits mostly activators | SW480 DNA re-replication, Hoechst DNA content imaging, 48 h | 1.8% of 340,000 active; further: potency means the concentration at half of the fitted maximal effect; % of control where 0% means no effect; nearly all actives have a fitted effect of over 55% in size
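Image-based read-out: total Hoechst fluorescence of nuclei (405 nm excitation, 500-530 nm emission), with hits raising the fraction of high-intensity nuclei. SW480 colon cells incubated 48 hr with compounds at 37 C.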
ATXN2 expr inh = reduces ATXN2 reporter expression in HEK-293 cells. HEK-293 ATXN2-luciferase reporter, luminescence, 24 h. Potency, µM (titrated, usually from 57 µM), for inactives: at the highest dose activity change, negative = inhibition, actives largely listed as inhibitors. 0.72% of 360,000 active. AID 1745845; further: potency means the concentration at half of the fitted maximal effect; on the % scale 0 is the no-effect control and ±100 the full control effect; nearly all actives have a fitted effect of over 55% in size
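ATXN2-luciferase reporter cells (luciferase flanked by upstream and downstream ATXN2 gene portions) were treated 24 h at 37 °C with compounds at up to 57 uM. SteadyGlo luminescence gave expression; GF-AFC fluorescence gave viability.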
* marks the source's active call; other numbers are inactive results; i = inactive; ? = inconclusive; · = not tested or not shown; & = joins results of further samples; [ ] = remark or other dose. Unless noted, the call rests on the fitted dose curve; in most records, active means well fitted curve in the direction sought with a large enough effect; inconclusive means small, poorly fitted or top-dose-only effect, or another doubt; inactive means no such curve, though single readings can be large; an effect the other way counts as inactive or inconclusive.

1	Cc1ccc(S(=O)(=O)NCc2ccc3[nH]c(C)cc3c2)cc1
2	COc1cc(NC(=O)COC(=O)/C=C/c2ccccc2Cl)cc(OC)c1
3	Nc1c(N(CCO)C(=O)COc2ccc(Cl)cc2)c(=O)[nH]c(=O)n1Cc1ccccc1
4	Cc1ccc(C(=O)Cn2c(NCCO)nc3ccccc32)cc1
5	O=C(C(=O)N1CCN(c2cccc(Cl)c2)CC1)c1c[nH]c2ccccc12
6	CN1C(C(=O)Nc2ccc(F)cc2F)=CC(c2ccco2)=NS1(=O)=O
7	Fc1cc(Cl)cc2ccc(-c3ccccc3)nc12
8	CCOc1ccccc1OCCOCCOc1ccccc1[N+](=O)[O-]

assay / compound,1,2,3,4,5,6,7,8
HT1080 IDH1KD tx,0.1%,-11.7%,6.4%,-8.1%,-0.8%,-1.9%,8.3%,1.0%
HT1080-NT tox,-17.3%,2.9%,0.9%,-17.0%,-1.2%,-4.2%,14.6%,1.6%
MCF10A rerep,2.0%,0.2%,1.0%,-0.2%,38.4%,-1.4%,·,11.3%
KB-V1 cytotox,10.5%,5.9%,-11.0%,0.0%,3.3%,6.0%&3.4%,-16.4%,?
KB-3-1 tox,-2.6%,21.4%,34.6%,?,-1.5%,6.3%&3.6%,-1.9%,7.6%
S2 tox,i,i,?,i,i,i,i,?
IL1B secr inh,13.8,0.0,-9.4,-19.0,-10.5,6.9,0.5,17.8
SW480 rereplic,1.4%,0.2%,-3.4%,3.4%,-0.8%,2.1%,·,5.7%
ATXN2 expr inh,3.0%,2.2%,-26.8%,-7.1%,·,7.5%&4.4%,75.1%[activator],-6.7%

9	Clc1ccc(CCNc2nc3ccccc3s2)cc1
10	CC(C)(C)N(Cc1cc2ccccc2[nH]c1=O)C(=O)c1ccco1
11	CCc1nc2c(OCC(=O)c3ccc(Cl)cc3Cl)cccn2c1N(C)C(=O)c1cccs1
12	O=C(COC(=O)c1cnccn1)c1ccc(Cl)cc1
13	COCCCNC(=O)c1ccc(CS(=O)(=O)c2ccccc2C)o1
14	C/C(=N\NC(=O)c1ccccc1)c1c(C)[nH]n(-c2ccccc2)c1=O
15	O=CN1CCc2scc[n+]2-c2ccccc21
16	Cc1nc2ccccc2n1S(=O)(=O)c1cc(C(=O)O)ccc1Cl

assay / compound,9,10,11,12,13,14,15,16
HT1080 IDH1KD tx,-8.2%,0.0%,?,9.8%,10.8%,?,15.2%,4.1%
HT1080-NT tox,-4.9%,3.4%,?,-2.3%,-6.0%,-18.9%,0.2%,9.6%
MCF10A rerep,?,-2.2%,·,-1.4%,-0.1%,23.5%,19.9%,-0.8%
KB-V1 cytotox,-6.1%,?,?,-0.6%,-1.7%,-10.1%,-17.8%,20.5%
KB-3-1 tox,-5.7%,26.3%,?,-6.0%,9.3%,?,0.8%,1.3%
S2 tox,i,i,?,i,i,?,i,i
IL1B secr inh,-7.5,10.4,?,0.2,48.0,102.5,-3.4,10.7
SW480 rereplic,14.8%,-0.2%,·,0.8%,-3.9%,?,-5.6%,-18.1%
ATXN2 expr inh,13.6%,-24.5%,?,-37.0%,-6.7%,?,1.7%,·

Complete entries, quoted from the list.
`O=C(COC(=O)c1cnccn1)c1ccc(Cl)cc1` is listed as HT1080 IDH1KD tx = 9.8%; HT1080-NT tox = -2.3%; MCF10A rerep = -1.4%; KB-V1 cytotox = -0.6%; KB-3-1 tox = -6.0%; S2 tox = i; IL1B secr inh = 0.2; SW480 rereplic = 0.8%; ATXN2 expr inh = -37.0%
`COCCCNC(=O)c1ccc(CS(=O)(=O)c2ccccc2C)o1` is listed as HT1080 IDH1KD tx = 10.8%; HT1080-NT tox = -6.0%; MCF10A rerep = -0.1%; KB-V1 cytotox = -1.7%; KB-3-1 tox = 9.3%; S2 tox = i; IL1B secr inh = 48.0; SW480 rereplic = -3.9%; ATXN2 expr inh = -6.7%

(list continues)
17	COc1ccc(CNC(=O)c2cnn3c(C)c(Cc4ccc(F)cc4)c(C)nc23)cc1
18	CCC(=O)OC1(C)C(=O)C=C2C=C(c3ccsc3)OC=C2C1=O (stereo unspecified)
19	CC(=O)Nc1ccc(S(=O)(=O)NCC(=O)NCCCc2ccccc2)cc1
20	O=C1N(CN2CCN(c3cccc(Cl)c3)CC2)c2ccccc2C12OCCCO2
21	CCCS(=O)(=O)N1CCCC(C(=O)N2CCOCC2)C1 (stereo unspecified)
22	COCCC(=O)N1CCC(Oc2ccc(C(=O)N3C[C@H]4CC[C@H]3C4)cc2)CC1
23	COc1ccc(-c2cc(C(=O)N3CCCCC3)c3ccccc3n2)cc1OC
24	CCOC(=O)c1c(NC(=O)c2cccs2)sc2c1CCC2

assay / compound,17,18,19,20,21,22,23,24
HT1080 IDH1KD tx,·,-2.4%,-1.1%,-5.2%,9.1%,11.3%,-8.7%,9.8%[9.24 µM]
HT1080-NT tox,·,1.5%,-4.5%,-10.3%,15.4%,-0.8%,-11.4%,-0.1%
MCF10A rerep,·,-4.2%,20.9%,-3.8%,-8.4%,13.5%,?,4.0%
KB-V1 cytotox,-1.9%,2.0%,-4.6%,22.2%,4.5%,-23.5%,0.0%,1.0%
KB-3-1 tox,-14.6%,20.9%,4.3%,-5.8%,7.9%,14.0%,0.0%,1.8%
S2 tox,i,i,i,i,i,?,i,i
IL1B secr inh,·,26.3,11.4,3.7,8.2,1.2,-69.3*,-1.7
SW480 rereplic,·,-11.5%,-5.7%,18.7%,-3.3%,-1.1%,30.6%,-8.1%
ATXN2 expr inh,2.8%,-2.8%,6.9%,2.4%,6.3%,2.7%,2.4%,-2.0%

25	O=C(C1CCN(S(=O)(=O)N2CCC3(CC2)OCCO3)CC1)N1CCC(Cc2ccccc2)CC1
26	CC1(C)C2CCC(C2)C1C/C=N/NC(N)=S (stereo unspecified)
27	Cc1cccc(-n2c3nc(=O)n(C)c(=O)c-3cc3c(Cl)cccc32)c1C
28	C=C(C)COc1ccc2c3c(c(=O)oc2c1OCC(=C)C)CCC3
29	COc1ccc(OCCC(=O)c2ccc(OC)cc2)cc1
30	COc1ccc(-c2noc(CCC(=O)NCCc3ccccc3)n2)cc1OC
31	O=C(O)c1cccc(S(=O)(=O)N(Cc2ccccc2)c2ccccc2)c1
32	CC(C(=O)NC(C)(C)C)N(C(=O)CS(=O)CC(=O)Nc1ccc(F)cc1)C1CCCC1 (stereo unspecified)

assay / compound,25,26,27,28,29,30,31,32
HT1080 IDH1KD tx,3.5%,?,·,-2.2%,20.6µM*,3.6%,-2.5%,-4.4%
HT1080-NT tox,0.0%,-9.1%,·,-8.9%,?,-0.5%,0.3%,6.6%
MCF10A rerep,4.6%,26.0%,·,?,?,3.5%,?,-3.6%
KB-V1 cytotox,?,6.0%,-3.6%,-18.8%,-19.0%,7.3%,6.0%,-18.3%
KB-3-1 tox,?,11.4%,6.9%,-4.3%,14.2%,-3.9%,5.2%,0.2%
S2 tox,i,i,i,i,i,?,i,i
IL1B secr inh,-64.3*,-30.0,·,12.4,-18.0,4.7,30.0,5.7
SW480 rereplic,2.2%,1.4%,·,?,1.5%,0.3%,11.0%,-6.6%
ATXN2 expr inh,-16.2%,-29.3%,-10.2%,107.9%[activator],1.6%,-5.2%,-2.0%,15.7%

33	CCOC(=O)N/N=C(\C)c1ccc(C)c([N+](=O)[O-])c1
34	Cc1nc2sc(C(c3ccco3)N3CC(C)OC(C)C3)c(O)n2n1 (stereo unspecified)
35	O=C1C2C3C=CC(C3)C2C(=O)N1CCN1CCN(Cc2ccc([N+](=O)[O-])cc2)CC1 (stereo unspecified)
36	CC(C)/C=C1\CCc2c([nH]c3ccccc23)C1=O
37	CCn1c(=O)n(CC)c2cc([N+](=O)[O-])ccc21
38	O=C(CN1C(=O)c2ccccc2S1(=O)=O)c1cccc(Br)c1
39	CC(C)Nc1ncnc2c1ncn2[C@H]1CN(Cc2cccs2)C[C@@H](CO)O1
40	CCCNc1ncc2c(=O)[nH][nH]c(=O)c2n1

assay / compound,33,34,35,36,37,38,39,40
HT1080 IDH1KD tx,11.9%,13.6%,-7.1%,11.3%,-20.0%,4.4%,19.4%,25.8%
HT1080-NT tox,18.8%,13.6%,1.2%,11.3%,-4.5%,2.3%,?,23.0%
MCF10A rerep,-4.2%,24.2%,14.8%,-2.7%,0.2%,0.7%,·,-29.9%
KB-V1 cytotox,3.2%,15.1%,-0.8%,13.2%,-2.5%,·,6.3%,11.0%
KB-3-1 tox,-0.9%,3.3%,1.5%,8.8%,7.1%,·,0.0%,-0.9%
S2 tox,?,i,i,i,·,i,i,i
IL1B secr inh,-5.6,0.1,13.3,-1.3,11.3,4.0,-14.3,7.0
SW480 rereplic,-5.6%,1.8%,-77.1%[inhibitor],2.2%,-18.6%,-4.1%,·,-7.8%
ATXN2 expr inh,17.0%,2.4%,·,-15.2%[2.22 µM],·,?,0.2%,8.9%

41	CC1Cc2ccccc2N1S(=O)(=O)c1cccc(C(=O)N2CCCCC2)c1 (stereo unspecified)
42	COc1ccc(-c2cc(OC(=O)c3ccccc3Cl)c3c(C)oc(C)c3c(=O)c2)cc1OC
43	Nc1nc(SCc2ccccc2Cl)[nH]c(=O)c1-c1ccccc1
44	COc1cc(OC)cc(-c2nnc(NC(=O)CCS(=O)(=O)c3ccc(C)cc3)o2)c1
45	Cc1ccc(Nc2nc(Cl)c(C=O)s2)cc1Cl

assay / compound,41,42,43,44,45
HT1080 IDH1KD tx,-9.2%,·,4.5%,-14.2%,?
HT1080-NT tox,-12.9%,·,-2.7%,-19.9%,18.4µM*
MCF10A rerep,6.3%,·,22.3%,4.61µM*,18.4µM*
KB-V1 cytotox,-10.6%,0.3%,-14.5%,-5.9%,-12.7%
KB-3-1 tox,-2.3%,6.4%,?,0.3%,?
S2 tox,i,i,i,i,·
IL1B secr inh,?,·,?,-3.1,-101.9*
SW480 rereplic,-0.6%,·,-8.5%,?,?
ATXN2 expr inh,-5.2%,-9.9%,14.4%,8.3%,8.0%

This is a random part of the collection; overall some 11% were active at least once.
